High-throughput results from PubChem.
PAD4 inh: blocks human protein arginine deiminase 4. 330,000 compounds, 0.41% hits. inhibition, % at 6.36 µM. recombinant PAD4, RCA probe fluorescence polarization;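 active = percent inhibition above a cutoff equal to the mean of all tested compounds plus 3 SD, cut at about 15% in these data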;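 also: 0% = PAD4 with RCA probe and DMSO and 100% = probe without PAD4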
Target sequence (Q9UM07 whole entry, looked up): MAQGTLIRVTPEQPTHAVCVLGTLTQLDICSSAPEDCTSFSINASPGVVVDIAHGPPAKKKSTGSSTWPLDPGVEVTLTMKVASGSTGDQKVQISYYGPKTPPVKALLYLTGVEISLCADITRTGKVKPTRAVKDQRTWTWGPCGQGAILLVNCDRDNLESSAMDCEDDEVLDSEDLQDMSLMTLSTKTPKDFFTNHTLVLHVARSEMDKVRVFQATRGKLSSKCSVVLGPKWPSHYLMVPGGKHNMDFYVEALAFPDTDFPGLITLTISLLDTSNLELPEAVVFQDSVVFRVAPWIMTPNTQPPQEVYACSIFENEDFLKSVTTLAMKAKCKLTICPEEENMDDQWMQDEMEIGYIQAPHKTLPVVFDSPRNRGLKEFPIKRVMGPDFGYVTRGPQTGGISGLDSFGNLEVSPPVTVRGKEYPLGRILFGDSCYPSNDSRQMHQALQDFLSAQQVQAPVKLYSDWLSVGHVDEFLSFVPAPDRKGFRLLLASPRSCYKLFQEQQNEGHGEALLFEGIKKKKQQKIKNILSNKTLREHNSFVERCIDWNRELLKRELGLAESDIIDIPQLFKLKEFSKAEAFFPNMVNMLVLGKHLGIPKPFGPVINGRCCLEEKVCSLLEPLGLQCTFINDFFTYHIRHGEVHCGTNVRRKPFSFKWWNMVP
PAFAH2 FP inh: PAFAH2 (human) inhibition; Q99487; recombinant PAFAH2, FP-rhodamine activity probe, fluorescence polarization; inhibition, % at 3.39 µM; 340,000 compounds, 0.99% hits; AID 492956;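 active = inhibition above the mean over all tested compounds plus 3 SD, cut at about 30% in these data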;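 also: inhibitors block probe labeling of enzyme so polarization drops; 0% = enzyme with DMSO and 100% = wells lacking PAFAH2 protein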
GSTO1 counter: blocks human GSTO1 in RBBP9 counter-screen; P78417; recombinant GSTO1, activity-based probe fluorescence polarization; inhibition, % at 5.96 µM; 300,000 compounds, 1.1% hits;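 active = inhibition above the campaign mean inhibition plus 3 SD, cut at about 35% in these data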;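 also: 0% = GSTO1-1 with DMSO and 100% = wells lacking GSTO1-1 enzyme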
LYPLA1 counter: counter-screen for PME1 inhibitors: inhibitors of human LYPLA1; O75608; recombinant LYPLA1, FP-Rh probe fluorescence polarization; inhibition, % at 5.9 µM; 320,000 compounds, 0.16% hits;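 active = inhibition above the mean of all tested compounds plus 3 SD, set per campaign, cut at about 14% in these data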;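 also: inhibitors block serine hydrolase probe labeling of LYPLA1 so polarization falls; 0% = enzyme with DMSO and 100% = wells lacking LYPLA1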
PME-1 primary: PME-1 (human) inhibition; AID 2130; 320,000 compounds, 0.53% hits; Q9Y570; recombinant PME-1, FP-Rh probe fluorescence polarization; inhibition, % at 5.9 µM;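 active = inhibition above the campaign mean of all compounds plus 3 SD, cut at about 26% in these data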;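 also: competitive labeling of PME-1 active site by serine hydrolase directed probe; 0% = PME-1 with DMSO and 100% = wells lacking PME-1 enzyme; inhibitors block probe labeling so polarization falls and inhibition rises; many of its hits are not listed in these tables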
pPAFAH inh: pPAFAH (human) enzyme inhibition; Q13093; recombinant pPAFAH, FP-rhodamine probe fluorescence polarization; inhibition, % at 3.39 µM; 330,000 compounds, 1.5% hits; AID 463082;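 active = inhibition above the mean inhibition across the screen plus 3 SD, cut at about 25% in these data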;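 also: inhibitors block binding of the rhodamine activity-based probe so polarization drops; 0% = enzyme with DMSO and 100% = wells lacking pPAFAH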
PAFAH1B2 inh: PAFAH1B2 (human) inhibition | inhibition, % at 3.39 µM | 340,000 compounds, 1.2% hits | recombinant PAFAH1B2, FP-rhodamine activity probe, fluorescence polarization | AID 492953 | P68402;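 active = inhibition above the mean of all tested compounds plus 3 SD, cut at about 24% in these data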;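 also: 0% = enzyme with DMSO and 100% = wells lacking PAFAH1B2; many of its hits are not listed in these tables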
Target sequence (P68402 whole entry, looked up): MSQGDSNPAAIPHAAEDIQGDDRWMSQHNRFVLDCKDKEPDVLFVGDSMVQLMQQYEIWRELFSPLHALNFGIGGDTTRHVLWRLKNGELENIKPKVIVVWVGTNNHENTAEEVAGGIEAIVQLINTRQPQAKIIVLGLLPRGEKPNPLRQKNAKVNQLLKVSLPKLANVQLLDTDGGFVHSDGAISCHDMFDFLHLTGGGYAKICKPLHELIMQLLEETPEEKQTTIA
PAFAH1B3 FP inh: PAFAH1B3 (human) inhibition. Q15102. recombinant PAFAH1B3, FP-rhodamine probe, fluorescence polarization. inhibition, % at 3.39 µM. 340,000 compounds, 0.28% hits;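 active = inhibition above the screen-wide average of all tested compounds plus 3 SD, cut at about 25% in these data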;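 also: 0% = enzyme with DMSO only and 100% = wells lacking PAFAH1B3 protein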
LYPLA2 counter: blocks human lysophospholipase 2, a PME1 counter-screen | recombinant LYPLA2, FP-Rh probe fluorescence polarization | 320,000 compounds, 0.38% hits | inhibition, % at 5.9 µM;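 active = inhibition above the screen-wide mean plus 3 SD, limit set per campaign, cut at about 26% in these data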;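 also: 0% = LYPLA2 with DMSO and 100% = wells lacking LYPLA2 enzyme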
* = called active by the depositor; . = not tested or not shown. The list is partial, so the mix of outcomes need not match the whole.

SMILES	PAD4 inh	PAFAH2 FP inh	GSTO1 counter	LYPLA1 counter	PME-1 primary	pPAFAH inh	PAFAH1B2 inh	PAFAH1B3 FP inh	LYPLA2 counter
Cc1c(C#N)c2ccccc2n1C	-9	3	-11	-4	-2	-7	10	0	-12
CCOC(=O)COc1nc(-c2ccccc2)cc(-c2ccco2)c1C#N	0	6	-10	-1	-8	-1	11	6	-9
CC(NC(=O)Cn1cnc([N+](=O)[O-])n1)c1ccccc1 (configuration not stated)	-2	1	-1	-3	0	4	-3	1	-3
CCOC(=O)N1CCN(CC(=O)Nc2c(C(=O)OC)[nH]c3ccccc23)CC1	1	1	-2	1	0	3	-1	0	2
CCc1nnc(NC(=O)CSc2nnc(C3CCCCC3)n2-c2cccc(Cl)c2)s1	-3	-6	3	2	1	6	22	4	4
O=C(Cc1ccccc1)NCCSCc1ccccc1	2	7	-1	2	-3	15	11	1	6
CCOC(=O)C1(CC)NC(c2ccc(OC)c(OC)c2)C2C(=O)N(c3cccc(C(C)=O)c3)C(=O)C21 (configuration not stated)	-4	1	-2	-2	-1	5	5	5	6
COc1ccc(C2=CC3=C(Br)C(=O)C(C)(OC(=O)c4cccs4)C(=O)C3=CO2)cc1 (configuration not stated)	-10	10	35	-1	-1	28*	9	1	2
Cc1ccc(N2CCN(S(=O)(=O)N3CCCCCC3)CC2)cc1Cl	-3	2	6	-2	-3	4	3	-2	0
CN(Cc1c(C(=O)N/N=C/c2cccc(F)c2)nnn1-c1nonc1N)C1CCCCC1	2	-15	12	-6	-5	-10	1	6	-7
CCOc1ccc(OCC(=O)N2CCC3(CC2)CC(=O)c2ccccc2O3)cc1	0	9	1	2	7	2	3	2	8
Cn1cc(C(CC(=O)O)C(=O)O)c2ccccc21 (configuration not stated)	0	-4	8	-2	5	2	5	16	-1
C[C@@H]1CC=C[C@H]2[C@H]1C(=O)N(Cc1ccccc1)[C@H]2c1ccc(-c2ccc(F)cc2)cc1F	-1	-2	-5	-3	-1	1	-4	-4	-5
O=C(O)/C(=C/c1ccco1)NC(=O)c1ccccc1	0	5	1	-1	-3	6	7	4	-2
CC1(C)NC(=O)N(CCOCCOc2ccccc2)C1=O	1	-6	2	0	-7	-5	5	3	-4
COC(=O)[C@H](C(C)C)n1c(C)c(C(C)=O)c(C(C)=O)c1C	2	-4	-7	-2	-7	-5	-3	-1	-6
O=C(Nc1nc(-c2ccccc2)c(C(=O)c2ccccc2)s1)c1ccc(S(=O)(=O)N2CCCC2)cc1	-1	-4	-14	-3	-4	4	0	-3	-4
COc1ccc(NC(=O)CSc2nnc(C)n2Cc2ccccc2)cc1	-3	-3	-1	0	0	2	10	-2	0
COc1ccccc1C(=O)COC(=O)CCN=C1NS(=O)(=O)c2ccccc21	0	1	5	3	0	11	8	4	4
CCNc1c([N+](=O)[O-])ncn1C	1	-8	0	-2	-4	-2	1	0	-3
COc1cccc(-n2nnc3c(=O)n(CC(=O)Nc4ccc(C)cc4)cnc32)c1	0	0	-3	-2	2	-2	3	6	-2
Cc1cc(S(=O)(=O)N2CCCOC2CNC(=O)C(=O)NCc2cccs2)ccc1F (configuration not stated)	-4	6	0	-2	3	4	6	-1	3
CN1CCN(CCOCCOc2c(Cl)cc(Cl)cc2Cl)CC1	3	-6	4	4	6	1	-1	4	1
N#CC1=C(S)N(c2ccccc2)C(c2ccc(-c3cccc(Cl)c3)o2)NC1=O (configuration not stated)	-2	7	4	-2	-1	28*	5	-2	6
Cc1ccnn1-c1ccc(C(=O)N2CCCN(S(=O)(=O)c3ccc(F)cc3)CC2)cc1	3	7	.	2	2	6	10	2	5
CCCCc1nc(NCCN)c(C#N)c2c1CSC(C)(C)C2	0	0	-3	0	-4	5	2	7	5
Cc1ccc(S(=O)(=O)NCCC(=O)NNC(=O)c2ccccc2O)cc1C	-8	5	4	5	0	4	3	2	11
COCCCN1CN(S(=O)(=O)c2cccs2)c2nc3ccccc3nc21	5	-2	5	-3	4	0	7	0	-4
COc1ccccc1CCC(=O)Nc1ccc(OC)c(S(=O)(=O)N2CCCCC2)c1	-28	1	.	-5	-3	-9	-5	-1	-17
Cc1ccc(C)c(-c2cc(C(=O)N/N=C/c3cccnc3)c3ccccc3n2)c1	2	8	1	-7	5	2	4	5	-7
O=C1N(Cc2cccnc2)C[C@@H]2C[C@@H](c3ccccc3C#Cc3ccccc3)N3CCC[C@@]123	-3	1	1	0	9	-2	-1	-2	0
CC(CCc1ccccc1)NC(=O)C1CC1 (configuration not stated)	-2	.	1	-3	0	8	.	.	-2
CCOC(=O)c1cc2sc(C)cc2n1CC(=O)NCCc1ccccc1	-2	5	-3	0	9	2	2	-2	4
Cc1ccc(F)c(NC(=O)c2cncn2-c2ccccc2)c1	-2	-2	6	3	-1	4	1	-4	0
O=C(NNS(=O)(=O)c1cccc(Cl)c1)c1cc(-c2ccc(F)cc2)nc2ccccc12	-5	-4	-1	-4	5	2	40*	-6	-6
COc1ccc(CNC(=O)c2csc3c2CCCC3)cc1	2	10	.	2	2	6	1	15	2
Cn1nnnc1SC(C(=O)Nc1cccc(C(F)(F)F)c1)c1ccccc1 (configuration not stated)	-1	-2	-3	-7	7	-3	5	-6	-5
O=C(COc1ccccc1F)NC1CCN(Cc2ccccc2)CC1	-5	0	5	4	-2	2	4	1	4
CCc1sc(C(=O)NCc2ccco2)cc1C	-1	4	3	1	-3	4	0	3	-2
O=c1c2c(nc3nc(NCc4ccccc4Cl)[nH]n13)CCC2	-2	.	-6	0	-1	11	.	.	-2
Cc1cc[n+](CC(=O)c2ccc(NC(=O)c3ccccc3)cc2)c2ccccc12	-13	-2	3	-2	3	8	2	4	7
CC(=O)Nc1ccc2nc3ccccc3nc2c1	-3	7	11	0	-1	5	1	-1	7
CCOC(=O)NN1C(=O)c2ccccc2NC1c1ccccc1F (configuration not stated)	-6	2	6	3	1	4	-1	9	-1
O=C1CCCc2c1cc(C(=O)NC1CCSC1=O)c(=O)n2-c1ccccc1 (configuration not stated)	5	4	14	0	0	-1	5	-5	3
COc1cc(CNc2ccc3[nH]c(=O)[nH]c3c2)ccc1OCc1cccc(C)c1	-3	1	-2	0	-1	10	0	8	-2
CCOc1ccc(C(=O)O)cc1OC	3	1	9	1	4	4	-1	-4	0
Cn1c(SCC(=O)NCc2cccs2)nnc1-c1ccc(O)cc1	-4	2	-8	1	-2	6	4	-2	3
CSc1nc(-c2ccccc2)nc(C(C)C)n1	7	-1	.	-1	5	-1	-2	8	6

Part of the list above in order of SMILES length, lowest first:
SMILES	PAD4 inh	PAFAH2 FP inh	GSTO1 counter	LYPLA1 counter	PME-1 primary	pPAFAH inh	PAFAH1B2 inh	PAFAH1B3 FP inh	LYPLA2 counter
CCOc1ccc(C(=O)O)cc1OC	3	1	9	1	4	4	-1	-4	0
CC(CCc1ccccc1)NC(=O)C1CC1 (configuration not stated)	-2	.	1	-3	0	8	.	.	-2
CCc1sc(C(=O)NCc2ccco2)cc1C	-1	4	3	1	-3	4	0	3	-2
CC(=O)Nc1ccc2nc3ccccc3nc2c1	-3	7	11	0	-1	5	1	-1	7
CSc1nc(-c2ccccc2)nc(C(C)C)n1	7	-1	.	-1	5	-1	-2	8	6
COc1ccc(CNC(=O)c2csc3c2CCCC3)cc1	2	10	.	2	2	6	1	15	2
O=C(COc1ccccc1F)NC1CCN(Cc2ccccc2)CC1	-5	0	5	4	-2	2	4	1	4
Cn1c(SCC(=O)NCc2cccs2)nnc1-c1ccc(O)cc1	-4	2	-8	1	-2	6	4	-2	3
O=c1c2c(nc3nc(NCc4ccccc4Cl)[nH]n13)CCC2	-2	.	-6	0	-1	11	.	.	-2
CCOC(=O)c1cc2sc(C)cc2n1CC(=O)NCCc1ccccc1	-2	5	-3	0	9	2	2	-2	4
Cn1nnnc1SC(C(=O)Nc1cccc(C(F)(F)F)c1)c1ccccc1 (configuration not stated)	-1	-2	-3	-7	7	-3	5	-6	-5
O=C1CCCc2c1cc(C(=O)NC1CCSC1=O)c(=O)n2-c1ccccc1 (configuration not stated)	5	4	14	0	0	-1	5	-5	3
COc1cc(CNc2ccc3[nH]c(=O)[nH]c3c2)ccc1OCc1cccc(C)c1	-3	1	-2	0	-1	10	0	8	-2
O=C(NNS(=O)(=O)c1cccc(Cl)c1)c1cc(-c2ccc(F)cc2)nc2ccccc12	-5	-4	-1	-4	5	2	40*	-6	-6
O=C1N(Cc2cccnc2)C[C@@H]2C[C@@H](c3ccccc3C#Cc3ccccc3)N3CCC[C@@]123	-3	1	1	0	9	-2	-1	-2	0
